SENP8 block = blocks human SENP8 cleavage of Nedd8 substrate | Q96LD8 | 360,000 tested, 0.64% active | inhibition, % at 20 µM | AID 602440 | recombinant SENP8, Nedd8 substrate fluorescence; in the data active means inhibition mostly above about 40%, no sharp cut-off; inactive means mostly below about 27%
Target sequence (Q96LD8 whole entry, looked up): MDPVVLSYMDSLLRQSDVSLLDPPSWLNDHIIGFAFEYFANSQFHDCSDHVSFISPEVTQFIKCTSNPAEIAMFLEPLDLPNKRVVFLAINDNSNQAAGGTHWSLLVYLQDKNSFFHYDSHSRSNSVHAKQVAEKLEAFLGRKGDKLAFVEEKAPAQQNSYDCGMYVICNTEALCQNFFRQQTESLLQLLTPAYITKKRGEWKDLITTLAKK
SENP6 block = blocks the human protease SENP6; Recombinant SENP6 catalytic domain, aminoluciferin luminescence; Q9GZR1; inhibition, % at 10 µM; 330,000 tested, 1.8% active;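 active means inhibition above about 50% at the single tested dose, limit read from the data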;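 further: plate controls were DMSO wells with enzyme for no effect and DMSO wells lacking enzyme for full effect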
GRIN3A LBD mod = modulators (binders) of human NR3A ligand-binding domain; NR3A LBD differential scanning fluorimetry, Tm shift; 0% = protein alone, 100% = glycine-bound protein; Tm shift relative to glycine control, % at 25 µM; 340,000 tested, 2.5% active;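 active means melting temperature shift of at least 10% of the positive control shift, at one fixed dose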
ATG4B inhibitor = ATG4B (human) cysteine protease inhibition | 340,000 tested, 0.51% active | Q9Y4P1 | inhibition, % at 8.33 µM | AID 504462 | ATG4B cleavage of LC3-PLA2, NBD-HPC fluorescence, 1 h; in the data active means inhibition above about 40%
MPTP inh = blocks calcium-induced mitochondrial swelling; isolated mouse mitochondria, Ca2+ swelling absorbance, 30 min; inhibition, % at 10 µM; 360,000 tested, 1.4% active; AID 602449;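 active means inhibition of 50% or more, scaled per plate between neutral and stimulator controls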;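 further: 0% = DMSO wells given calcium and 100% = 1 mM EGTA wells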
PfG6PD inh = PfG6PD (Plasmodium falciparum) enzyme inhibition | inhibition, % at 20 µM | PfGluPho enzyme, NADPH resazurin-diaphorase fluorescence | 350,000 tested, 0.78% active;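 active means inhibition reaching at least a set limit at 20 µM in the primary screen, cut at about 59% in these data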;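 further: 0% = DMSO wells with substrate and 100% = DMSO wells lacking glucose-6-phosphate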
hIAP act = increases human intestinal alkaline phosphatase activity; 330,000 tested, 0.16% active; AID 2524; purified human IAP, CDP-Star luminescence, 30 min; stronger effect = higher value; 1 = vehicle-only enzyme, 0 = enzyme-free background; activation factor at 10 µM;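 active means activation factor of the enzyme at least 2-fold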; further: the source names both 10 and 20 µM as test concentration; values of inactives mirror those of a sister screen read the other way
Target sequence (P09923 whole entry, looked up): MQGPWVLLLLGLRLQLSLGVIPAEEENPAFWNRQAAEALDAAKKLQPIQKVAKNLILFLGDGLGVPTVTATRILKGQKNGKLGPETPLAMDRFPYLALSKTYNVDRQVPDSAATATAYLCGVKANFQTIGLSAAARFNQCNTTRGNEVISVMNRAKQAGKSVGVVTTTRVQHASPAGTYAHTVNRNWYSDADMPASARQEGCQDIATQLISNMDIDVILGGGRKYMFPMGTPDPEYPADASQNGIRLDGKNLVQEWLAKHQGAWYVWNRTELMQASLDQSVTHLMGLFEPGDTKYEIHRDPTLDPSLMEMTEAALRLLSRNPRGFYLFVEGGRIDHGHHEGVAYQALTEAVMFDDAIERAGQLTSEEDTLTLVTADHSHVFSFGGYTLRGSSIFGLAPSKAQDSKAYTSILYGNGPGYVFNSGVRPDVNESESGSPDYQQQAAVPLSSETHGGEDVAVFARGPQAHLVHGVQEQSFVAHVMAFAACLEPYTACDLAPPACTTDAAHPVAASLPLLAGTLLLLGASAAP
SENP1 FRET inh = SENP1 (human) catalytic domain inhibition. Q9P0U3. recombinant SENP1 catalytic domain, CyPet-SUMO1-YPet FRET cleavage. inhibition, % at 10 µM. 360,000 tested, 0.21% active;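 active means inhibition at least 30% at 10 µM, raw YFP signal under a set limit, fluorescence ratio 0.5 to 1.5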;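 further: 0% = enzyme with DMSO and 100% = no enzyme wells; some results filed as inactive read as strong as hits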
Target sequence (Q9P0U3 419-644 limits assumed): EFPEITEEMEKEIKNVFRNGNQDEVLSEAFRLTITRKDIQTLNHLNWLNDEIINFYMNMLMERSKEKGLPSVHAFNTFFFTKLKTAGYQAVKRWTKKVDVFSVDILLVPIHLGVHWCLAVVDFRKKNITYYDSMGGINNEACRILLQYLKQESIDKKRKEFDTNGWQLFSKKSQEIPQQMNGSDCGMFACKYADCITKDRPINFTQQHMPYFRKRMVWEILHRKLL
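Assay system – human recombinant His6-tagged SENP1 catalytic domain enzyme · Input – SENP1 enzyme, 20 pM final · Buffer or medium – Tris pH 8 buffer plus EDTA, NaCl, BME, BSA, NP40, catalase · Schedule – 50 min reaction at room temperature · Technique – FRET read of cyan and yellow fluorescence · Control set – no-enzyme wells low, DMSO-plus-enzyme wells high control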
An asterisk follows results filed as active; · = no result given.

SMILES	SENP8 block	SENP6 block	GRIN3A LBD mod	ATG4B inhibitor	MPTP inh	PfG6PD inh	hIAP act	SENP1 FRET inh
COC(=O)C1=C(N)OC2=C(C(=O)CCC2)C1c1ccccc1OC (configuration not stated)	-3	-8	2	-9	3.3	0	1.1	-1
CCC1CCCCN1Cc1ccc(N)cc1 (configuration not stated)	4	-9	-10	1	0.6	-2	0.96	0
CCOC(=O)CSc1nnc(CNC(=O)c2ccccc2OC)n1-c1ccc(OC)cc1	13	2	0	5	-3.0	-19	0.85	-1
Cc1ccccc1CS(=O)(=O)CC1(O)CCN(C(=O)c2cccc(C(F)(F)F)c2)CC1	22	-6	2	-8	1.8	-22	1.5	2
O=C(c1ccc(C(F)(F)F)cc1)C1CCCN(C(=O)c2cnccn2)C1 (configuration not stated)	26	0	-1	-2	0.8	-2	1	1
CN1CCN(c2ccc(NC(=O)c3cc(S(N)(=O)=O)ccc3N3CCOCC3)cc2)CC1	9	-9	-3	9	-1.6	5	1	-3
COc1ccc(C(=O)c2ccc([N+](=O)[O-])cc2Cl)cc1	8	-30	-2	-3	-0.7	-4	0.98	1
CCN(CCO)c1cc(Cl)nc(SC)n1	2	5	-1	-7	0.4	-4	1.1	1
CC(C)NC(=O)Nc1ccc2c(c1)C(=O)N([C@H](C)CO)C[C@H](C)[C@@H](CN(C)Cc1ccc3c(c1)OCO3)OCCCC[C@@H](C)O2	-1	·	·	·	-0.3	4	·	3
COc1cccc(-c2sc3ccc(OC)cc3c2-c2ccc(OCCN3CCCC3)cc2)c1	-53	·	-1	-8	-0.8	9	·	4
CC1=C(C(=O)OCCOC(C)C)C(c2cccc3ccccc23)NC(=O)N1 (configuration not stated)	10	1	-2	-6	1.1	1	1.2	1
COCCSc1ccccc1C(=O)Nc1cc([N+](=O)[O-])ccc1OC	1	9	0	-1	-0.4	-5	1	2
Cn1cnnc1SCc1ccc(C(=O)NN)cc1	13	4	-1	-7	0.7	-7	0.99	1
O=C(NCc1ccc(F)c(F)c1)C1CCC(=O)N(CCc2ccccc2)C1 (configuration not stated)	19	-3	1	19	-0.6	9	1.2	0
CC1CCCCC12NC(=O)N(CC(=O)Nc1ccc(N3CCCCC3)cc1)C2=O (configuration not stated)	-3	-11	5	-6	2.0	1	1.2	1
C(#CCN1CCCC1)CC(c1ccccc1)c1ccccc1	6	-29	-5	-3	14	0	1.1	-1
O=C(NCC(=O)N(c1cccnc1)C(C(=O)NC1CCCC1)c1cccs1)c1cccs1 (configuration not stated)	11	-20	-2	0	2.5	1	1.2	1
Fc1ccccc1COc1ccc(/C=N/n2cnnc2)cc1	3	-4	-2	-4	2.8	-2	1.1	2
O=C(COC(=O)C1(c2ccccc2)CCCC1)N1CCNC1=O	7	-28	0	10	0.1	21	1.1	1
Cc1ccc2sc(N(CCN(C)C)C(=O)c3ccc(S(=O)(=O)N4CC(C)OC(C)C4)cc3)nc2c1C (configuration not stated)	13	4	2	-7	-0.5	9	0.95	1
CCOc1cccc(/C=N/NC(=O)C2CCCC2)c1O	-106	-5	0	-6	-0.9	-7	1.3	-2
COc1ccc(CCNC(=O)Cc2ccc(OCc3ccccc3)c(OC)c2[N+](=O)[O-])cc1OCc1ccccc1	21	-9	-4	-3	76*	8	0.95	-2
CCc1cccc(NC(=O)C2CCN(S(=O)(=O)c3c(C)noc3C)CC2)c1	-5	-5	2	-8	-1.4	-6	0.94	3
CN(C(=O)C1CCN(S(=O)(=O)c2ccccc2[N+](=O)[O-])CC1)C1CCCCC1	20	-27	-10	0	-0.8	-10	0.89	2
COc1ccc(NC(=O)c2cccs2)cc1	38	60*	-18	3	-12	-5	1.1	0
S=C(NCc1cccnc1)Nc1ccc2c(c1)OCO2	-12	-7	2	-12	-1.6	16	0.85	-1
COc1cccc(C2NC(=O)CCC2[N+](=O)[O-])c1OC (configuration not stated)	12	-10	1	9	0.0	-7	1.2	-1
O=C(Cn1cc(C(=O)c2ccco2)c2ccccc21)Nc1ccccc1	-111	-10	0	-7	-6.2	1	0.89	2
OC(CNCCN1CCNCC1)Cc1ccccc1 (configuration not stated)	2	·	0	3	-0.2	16	·	-1
CCCOC1CCCN(C(=O)CCc2nnc(-c3ccc4c(c3)OCO4)o2)C1 (configuration not stated)	0	-2	-1	7	1.3	-14	1.3	-1
CCOC(=O)c1ccc(Nc2nnc(C)c3ccccc23)cc1	-139	-14	0	-10	1.5	7	1	2
O=C(COc1ccc(Br)cc1)NCCNC(=O)c1ccccn1	2	3	0	-1	-0.7	4	1	0
CCCC(=O)Nc1cccn(Cc2ccccc2Br)c1=O	-105	1	-1	0	-0.3	-15	1.1	0
COc1ccc(CC(=O)NNC(=O)c2ccc(SCc3cc(F)ccc3F)c([N+](=O)[O-])c2)cc1	18	-17	-4	-6	-0.2	-15	0.94	4
CCc1ccc(C2c3[nH]c4ccccc4c3CCN2C(=O)CN2CCN(CC)CC2)cc1 (configuration not stated)	12	-3	-17	7	-3.4	12	0.98	-21
COc1cccc(CNC(=O)COC(=O)c2ccc(-c3ccc(O)cc3)cc2)c1	-372	·	·	·	-0.6	20	·	1
COc1cc(-c2ccccc2)nc2ccccc12	22	-24	0	-6	0.5	8	1.1	2
COC(=O)c1ccc(NC(=O)COC(=O)COc2cccc3c2OC(C)(C)C3)cc1	4	-10	1	1	0.6	-6	1.1	-1
CN1C/C(=C/c2ccncc2)C(=O)/C(=C/c2ccncc2)C1	6	4	-2	2	0.6	-5	1.1	0
Cc1c(/C=N/n2cnnc2)c2ccccc2n1CCOc1ccc(Cl)cc1	10	-11	-6	0	3.4	3	1.1	0
COc1ccc(N2CCN(C(=O)CCC(=O)N3CCOc4ccc(Cl)cc43)CC2)cc1	2	-8	3	-9	0.8	-3	1	5
CN(C(=S)NC(=O)C1(C)CC1(Cl)Cl)c1ccccc1 (configuration not stated)	22	3	0	5	2.5	-13	1.1	3
COc1ccc(-n2nnnc2SCC(=O)c2cc3ccccc3o2)cc1	27	6	-3	-11	-0.8	1	1.1	7
CC(=O)c1cccc(NC(=O)c2ccc3ccccc3c2)c1	-2	41	1	-8	1.5	37	0.83	0
COc1cccc(CNC(=O)CN2C(=O)COc3ccc(S(=O)(=O)N4CCC(C)CC4)cc32)c1	2	2	0	-6	1.2	11	1.3	-3

Arranged by value in ATG4B inhibitor (ascending): 6 from the list above
mol	SENP6 block	GRIN3A LBD mod	ATG4B inhibitor	MPTP inh	PfG6PD inh	hIAP act	SENP1 FRET inh
COc1ccc(-n2nnnc2SCC(=O)c2cc3ccccc3o2)cc1	6	-3	-11	-0.8	1	1.1	7
CCOC(=O)c1ccc(Nc2nnc(C)c3ccccc23)cc1	-14	0	-10	1.5	7	1	2
COc1ccc(N2CCN(C(=O)CCC(=O)N3CCOc4ccc(Cl)cc43)CC2)cc1	-8	3	-9	0.8	-3	1	5
COc1cc(-c2ccccc2)nc2ccccc12	-24	0	-6	0.5	8	1.1	2
CN1C/C(=C/c2ccncc2)C(=O)/C(=C/c2ccncc2)C1	4	-2	2	0.6	-5	1.1	0
CCc1ccc(C2c3[nH]c4ccccc4c3CCN2C(=O)CN2CCN(CC)CC2)cc1 (configuration not stated)	-3	-17	7	-3.4	12	0.98	-21

Following part
SMILES	SENP8 block	SENP6 block	GRIN3A LBD mod	ATG4B inhibitor	MPTP inh	PfG6PD inh	hIAP act	SENP1 FRET inh
Fc1cccc(NC(=S)NCCN2CCOCC2)c1	5	-4	2	5	-0.1	-11	0.9	3
CC(=O)c1cccc(N2C(=NC(=O)COc3ccccc3)SC3CS(=O)(=O)CC32)c1 (configuration not stated)	12	9	2	-14	-0.8	8	0.92	2
Nc1nc(SCC(=O)N2CCCCCC2)[nH]c(=O)c1NC(=O)c1ccco1	5	-14	1	-2	-0.7	-18	1.3	-1
CCOc1ccccc1NC(=O)CCc1nnc2ccc(N3CCC4(CC3)OCCO4)nn12	-2	-7	-3	2	0.5	5	1.2	1
C=C(C)CSc1nnc(-c2cc(OC)c(OC)c(OC)c2)n1N	19	-1	-3	4	1.7	9	0.96	4
Cc1cc(NS(=O)(=O)c2ccc(NC(=S)NC(=O)c3cccc(S(=O)(=O)N(C)C)c3)cc2)no1	7	-12	1	-31	1.0	-18	0.95	2
O=C(COC(=O)CCc1nc2ccccc2c(=O)[nH]1)Nc1c(Cl)cccc1C(F)(F)F	-7	3	0	7	-0.4	28	0.92	-8
O=C(NC1CC1)C1CC(=O)N(c2cccc(Cl)c2Cl)C1 (configuration not stated)	-1	-15	-21	6	-0.7	-16	1.1	1
Cc1cc(SCCC(=O)O)nc2c(C)cccc12	10	5	-1	9	-0.7	-26	0.99	2
COc1ccccc1NC(=S)N1CCN(c2cccc(C)c2C)CC1	10	10	0	4	3.2	7	1.3	-1
COc1cccc(-c2nc(CS(=O)CC(=O)NCc3ccccc3)c(C)o2)c1 (configuration not stated)	24	-4	2	6	-1.9	3	0.95	-1
CCCCn1nc(C(=O)Nc2nc3c(s2)CCCC3)c2ccccc2c1=O	21	2	0	-10	-2.6	3	0.81	-1
O=C(Nc1ncc(S(=O)(=O)c2ccc([N+](=O)[O-])cc2)s1)c1ccc2ccccc2c1	36	10	22*	-2	94*	-12	0.81	5
O=C(COC(=O)c1cc(S(=O)(=O)N2CCCCC2)ccc1N1CCOCC1)c1ccccc1	3	-11	1	3	-0.5	20	1	0
N#CC1(NC(=O)CN2CCN(S(=O)(=O)c3ccccc3F)CC2)CCCC1	17	-35	0	-3	0.3	4	1	0

A stretch of the results above, for reference:
SMILES	SENP8 block	SENP6 block	GRIN3A LBD mod	ATG4B inhibitor	MPTP inh	PfG6PD inh	hIAP act	SENP1 FRET inh
O=C(NC1CC1)C1CC(=O)N(c2cccc(Cl)c2Cl)C1 (configuration not stated)	-1	-15	-21	6	-0.7	-16	1.1	1
Cc1cc(SCCC(=O)O)nc2c(C)cccc12	10	5	-1	9	-0.7	-26	0.99	2

Next part.
SMILES	SENP8 block	SENP6 block	GRIN3A LBD mod	ATG4B inhibitor	MPTP inh	PfG6PD inh	hIAP act	SENP1 FRET inh
COc1ccc(C(CCN2CCCC(C)C2)c2c(OC)cc(OC)c3c2OC(=O)CC3c2cc(OC)c(OC)c(OC)c2)cc1 (configuration not stated)	-18	-10	0	5	-0.7	-19	1	0
c1ccc(-c2cc3ccccc3nc2N2CCCC2)cc1	-420	15	0	8	-1.5	-3	1	2
O=C(CSc1ccccn1)N/N=C/C=C/c1ccccc1	10	-11	-3	-7	3.3	-4	1	3
O=C(O)CN1CCNCCN(CC(=O)O)CCNCC1	13	·	-3	-5	-1.0	-6	·	1
CCOC(=O)c1nncc(-c2ccccc2)n1	10	-6	0	-13	-0.1	-3	1	0
COc1cc(C(=O)NCCC(=O)NC2CCCc3ccccc32)cc(OC)c1OC (configuration not stated)	4	-11	-1	-4	-2.2	9	1.3	4
CC(=O)Nc1cccc(NC(=O)CCCC(=O)O)c1	3	-6	0	0	5.7	8	0.97	0
O=[N+]([O-])c1ccc(NCCCO)c(C(F)(F)F)c1	34	-18	-4	-3	-1.0	2	1.1	-3
O=C(CSc1nnc(CNC(=O)C23CC4CC(CC(C4)C2)C3)n1-c1ccc(F)cc1)Nc1ccccc1	8	1	-3	-16	-0.8	-5	1.1	-2
O=C(c1ccccc1)C1CC=CCC1C(=O)c1ccccc1 (configuration not stated)	11	·	-6	6	-0.3	11	·	1
Cc1[nH]n(-c2ccccc2)c(=O)c1-c1cccc(Cl)c1	10	-17	-1	-11	-1.6	-4	1.1	-7
O=C(NOCc1ccccc1)c1ccc([N+](=O)[O-])cc1	14	-10	1	-6	-0.5	-5	1.2	1
CCn1c(N)c(C(=O)COC(=O)CCc2nc3ccccc3c(=O)[nH]2)c(=O)[nH]c1=O	25	-4	0	-3	-0.4	-10	0.99	0
COc1ccc2ccc(=O)oc2c1CC=C(C)C	16	-15	0	-18	0.3	-10	0.94	3
Cc1cc(NC(=O)NC(C)(C(F)(F)F)C(F)(F)F)no1	1	-1	2	-11	1.3	0	0.86	1
O=C(CN1CCN(C(=O)c2ccco2)CC1)Nc1cc(Cl)ccc1Cl	25	13	-2	-8	0.8	-1	0.89	3
CC(=O)Nc1ccc(-c2cn3cccnc3n2)cc1	-278	3	0	-10	-1.2	3	0.9	-4
